# dFosB act: mouse delta FosB homodimer activation | P13346 | purified delta FosB, TAMRA-CDK5 oligo fluorescence polarization; percent of positive-control signal above neutral wells | activation, % at 25 µM | 340,000 tested, 0.99% active;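 active means mean activation above about 17%, with every replicate also reaching it, limit read from the data, passing the limit was not always enough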;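 further: fluorescence polarization rise as delta FosB binds a TAMRA Cdk5 AP-1 oligo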
# Target sequence (P13346 whole entry, looked up): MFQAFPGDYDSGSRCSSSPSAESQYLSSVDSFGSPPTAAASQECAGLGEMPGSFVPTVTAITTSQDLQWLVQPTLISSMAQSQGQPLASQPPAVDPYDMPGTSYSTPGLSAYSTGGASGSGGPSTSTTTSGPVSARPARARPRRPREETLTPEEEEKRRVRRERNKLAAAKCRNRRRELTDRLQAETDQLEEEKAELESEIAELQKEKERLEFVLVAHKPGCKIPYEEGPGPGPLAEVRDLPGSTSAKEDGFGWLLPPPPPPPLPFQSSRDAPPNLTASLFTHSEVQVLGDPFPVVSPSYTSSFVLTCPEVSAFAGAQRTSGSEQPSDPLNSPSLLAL
# PvdQ inh: P. aeruginosa PvdQ acylase inhibition; 340,000 tested, 0.063% active; purified PvdQ acylase, fluorescence plate reader; inhibition, % at 10 µM; in the data active means inhibition above about 30%, passing the limit was not always enough;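 further: 0% = vehicle neutral wells and 100% = reference inhibitor wells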
# SR-BI DiI-HDL act: SR-BI HDL lipid transfer activation. CHO ldlA[mSR-BI] cells, DiI-HDL uptake fluorescence, 3 h; 100 = double the neutral-control signal. activation, % at 12.5 µM. 320,000 tested, 0.096% active. AID 504775;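 active means mean replicate activation of at least 60% and every replicate at or above 60%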;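 further: 0% = median plate neutral-control signal and 100% = twice that signal; values of inactives mirror those of a sister screen read the other way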
#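 system = CHO ldlA[mSR-BI] cells, LDL receptor-null, SR-BI overexpressing | medium = Ham's F12 with 0.5% BSA, HEPES 25 mM, pH 7.4 | probe or stimulus = DiI-HDL 10 µg/mL | compound dosing = single-point compound dose | incubation = compound exposure 3 h, 37 °C | technique = DiI fluorescence, bottom read | read-out = cell-associated DiI fluorescence as measure of HDL uptake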
# NSD2 HMT inh: NSD2 (human) methyltransferase inhibition | 310,000 tested, 0.54% active | O96028 | NSD2 peptide methylation, AlphaScreen, 120 min | inhibition, % at 12.5 µM; in the data active means inhibition above about 50%
# PfHsp90 set2: reduces growth (ATP signal) of yeast expressing P. falciparum Hsp90; inhibition, % at 9.4 µM; AID 504621; S. cerevisiae expressing PfHsp90, BacTiter-Glo ATP, 48 h; yeast lacking PDR1 and PDR3 efflux regulators; 310,000 tested, 0.32% active;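 active means every replicate shows inhibition above about 80%, whatever the replicate mean, limit read from the data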;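 further: 0% = DMSO neutral controls and 100% = 20 µM radicicol positive controls; yeast relying on Plasmodium falciparum Hsp90 in place of its own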
# CAL PDZ FP-1: human CAL PDZ-peptide interaction inhibition | Q9HD26 | purified CAL PDZ, TMR-peptide fluorescence polarization, 1 h | inhibition, % at 20 µM | 330,000 tested, 0.02% active | AID 504414;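 active means highest replicate inhibition of at least 40%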;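 further: plate controls were DMSO neutral control wells for no effect and unlabeled competitor peptide control wells for full effect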
#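 System: tagged CAL PDZ domain. Schedule: 1 h room-temperature incubation prior to read. Signal: fluorescence polarization (mP). Measure: percent inhibition from loss of millipolarization.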
# MITF TRPM1 HTS: increases MITF-driven TRPM1 promoter luciferase signal; activation, % at 12.5 µM; 300,000 tested, 0.75% active; SK-MEL-5 TRPM1-promoter luciferase, 24 h; % of positive control, neutral wells = 0;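 active means mean activation of at least 80% with every replicate also reaching 80%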;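 further: 0% = neutral control wells and 100% = parthenolide positive control wells; values of inactives mirror those of a sister screen read the other way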
# Rtt109 Vps75: C. albicans Rtt109 histone acetyltransferase inhibition; inhibition, % at 34.9 µM; purified Rtt109/Vps75, ThioGlo CoA-SH fluorescence, 4 h; Q5AAJ8; 330,000 tested, 0.16% active;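 active means inhibition of at least 50% in every replicate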
# Target sequence (Q5AAJ8 whole entry, looked up): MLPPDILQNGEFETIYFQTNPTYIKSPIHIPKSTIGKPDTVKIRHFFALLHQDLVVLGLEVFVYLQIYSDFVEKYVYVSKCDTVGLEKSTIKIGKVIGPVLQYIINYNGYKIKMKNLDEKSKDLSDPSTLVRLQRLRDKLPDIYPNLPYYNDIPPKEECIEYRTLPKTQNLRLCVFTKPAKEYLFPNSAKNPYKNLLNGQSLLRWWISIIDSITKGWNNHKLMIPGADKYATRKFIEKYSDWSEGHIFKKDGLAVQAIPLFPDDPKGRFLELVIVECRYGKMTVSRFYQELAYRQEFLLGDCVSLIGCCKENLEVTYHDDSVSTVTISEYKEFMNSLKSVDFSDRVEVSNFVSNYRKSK
# CAL PDZ FP-2: CAL PDZ (human) peptide binding inhibition. purified CAL PDZ, TMR-peptide fluorescence polarization, 1 h. inhibition, % at 24.9 µM. 300,000 tested, 0.92% active. AID 602252;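 active means mean inhibition of at least 30% with at least half of replicates also reaching 30%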;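 further: 0% = DMSO neutral control and 100% = excess unlabeled competitor peptide PRC23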
# SR-BI DiI inh: blocks mouse SR-BI lipid uptake from DiI-HDL; inhibition, % at 12.5 µM; AID 488896; ldlA[mSR-BI] CHO cells, DiI-HDL uptake fluorescence, 3 h; Q61009; 320,000 tested, 0.96% active;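 active means mean replicate inhibition of at least 70% and a set share of replicates each scoring 70 or more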;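 further: 0% = median of neutral control wells and 100% = median of positive control wells; values of inactives mirror those of a sister screen read the other way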
# The depositor's hits bear a star; i = inactive; nt = not tested or not shown. Rows are unselected. Share with any hit: about 4.3%.
SMILES,dFosB act,PvdQ inh,SR-BI DiI-HDL act,NSD2 HMT inh,PfHsp90 set2,CAL PDZ FP-1,MITF TRPM1 HTS,Rtt109 Vps75,CAL PDZ FP-2,SR-BI DiI inh
COCCCNC(=S)Nc1cccc2ncccc12,-4,8,7,86*,nt,-2.1,-3,5,-1,-7
Nc1ncnc2c1ncn2[C@@H]1O[C@H](CO)[C@@H](O)[C@H]1O,7,4,4,nt,70,0.6,11,1,-2,-4
COc1ccccc1C(=O)NC(C(=O)NCCc1nc2ccccc2[nH]1)=C(C)C,-2,-2,-1,2,-6,-0.5,-3,3,2,1
Cc1cc(/C=C2/NC(=O)N(Cc3ccccc3F)C2=O)c(C)n1C(C)C,-3,-23,-27,0,-28,-3.0,11,2,1,27
Cc1csc(=O)n1CCC(=O)OCC(=O)c1c(N)n(CC(C)C)c(=O)n(C)c1=O,3,-6,6,6,-31,0.4,-10,-2,-2,-6
CC1=Nc2ccccc2/C1=C/c1sc(=N)n(-c2nccs2)c1O,0,12,-20,47,13,-0.5,-28,2,-5,20
Cc1ccc(CNC(=O)CCCc2ccccc2)cc1,4,-2,24,-1,6,-2.4,-14,-2,-2,-24
COc1ccccc1NC(=O)CSc1nnc(Cn2nnc(-c3ccccc3)n2)n1-c1ccccc1,-3,7,-37,-1,4,-0.4,6,13,-4,37
CCC(=O)C1CCCN(C(=O)c2ccc3nc(-c4cccc(OC)c4)oc3c2)C1 (configuration not stated),-23,-7,5,7,-71,-1.9,40,2,-1,-5
Cc1oc(C(C)(C)C)cc1C(=O)Nc1cccc(/C=C\C(=O)O)c1,-10,-10,-6,3,1,-2.0,21,16,-3,6
O=C(c1ccc(-c2ccc([N+](=O)[O-])cc2)o1)N1CCN(S(=O)(=O)c2cccs2)CC1,-10,-18,4,0,nt,-0.5,-4,13,2,-4
Cc1nc2c(sc(=S)n2Cc2ccco2)c(=O)n1CC(=O)Nc1ccccc1F,83*,-10,8,-6,-17,-0.7,-1,-9,-4,-8
Cc1ccc(C)c(S(=O)(=O)N2CCCCC2CCNC(=O)C(=O)NC2CCCC2)c1 (configuration not stated),-8,-12,0,25,-6,0.4,-8,-2,-5,0
COc1ccc(C(=O)N2CCn3c2nc2ccccc23)cc1,1,-2,12,0,22,0.0,78,-12,-4,-12
COc1cccc(-c2nnc(N)o2)c1,-5,-4,-2,-1,21,-0.5,10,1,17,2
O=C(Nc1ccc(OC(F)(F)F)cc1)c1n[nH]c(Cn2cncn2)n1,-1,-11,13,-1,14,19,nt,-2,-6,-13
CN(C(=O)CCNC(=O)Cn1cnc2ccccc2c1=O)c1ccc(Br)cc1,-6,-10,nt,-6,-10,-0.2,7,-15,nt,nt
Clc1ccc(-n2ncc3c(NCCN4CCOCC4)ncnc32)cc1,-16,13,nt,0,19,-3.4,-7,30,7,nt
CCN1CCN(C(=O)c2cc3sccc3n2CC(=O)c2ccccc2)CC1,-2,-10,17,nt,nt,nt,-14,-1,-3,-17
CC(C)[C@H](NC(=O)c1c(F)cccc1F)C(=O)N1CCN(c2ccc(F)cc2)CC1,-6,-3,25,14,15,0.1,-4,-2,-5,-25
O=C(CSc1ccc2ccccc2n1)Nc1ccc(N2CCOCC2)cc1,-7,-25,-18,-7,15,0.3,20,2,0,18
Cc1ccccc1NC(=O)c1ccccc1NC(=O)CCC(=O)O,2,-8,0,-1,8,0.3,9,-5,2,0
Cc1ccc2c(c1)N(CC(=O)O)C(=O)CO2,-4,-6,11,1,-8,-0.5,5,-9,18,-11
O=C(/C=C/c1ccccc1)N1CCN(Cc2nc3ccccc3c(=O)[nH]2)CC1,-6,-8,-27,-2,nt,-0.6,-6,1,-3,27
Cc1ccc(-c2csc3nc[nH]c(=S)c23)cc1C,-3,-1,-28,-3,-34,-0.5,-13,1,-3,28
COc1cccc(-c2cc(C(F)(F)F)nc(-n3cncn3)n2)c1,-20,-5,15,6,nt,-2.0,3,-5,nt,-15
c1csc(-c2ccn[nH]2)c1,-7,-19,22,3,0,-3.5,-4,2,-2,-22
O=C(COC(=O)/C=C/c1ccc(F)cc1)Nc1ccc(Cl)cn1,-7,-3,12,-2,10,0.1,6,12,1,-12
COC(=O)c1ccccc1NC(=O)Nc1ccc(C)cn1,-1,-14,21,-4,-7,-0.3,11,-11,nt,-21
Cc1ccc(C2=NC(C)(C)N=C2SCC(=O)Nc2ccc(Cl)cc2)cc1,-6,3,-4,-3,134*,-2.6,nt,99*,3,4
CCC(C(=O)OCC(=O)NC(=O)NC(C)(C)C)c1ccccc1 (configuration not stated),-10,-11,4,-2,21,-1.5,-7,-5,-3,-4
Cc1cc2cc(CN(Cc3cccs3)C(c3nnnn3C(C)(C)C)C(C)C)c3nnnn3c2cc1C (configuration not stated),-1,1,14,-2,4,-1.2,2,-5,-1,-14
CCc1ccc(CN2CCCC(CNS(=O)(=O)c3ccc(OC)cc3)C2)cc1 (configuration not stated),-4,1,-11,5,8,-1.2,17,10,nt,11
Cc1noc(C)c1C(=O)Nc1nc(-c2cc(F)ccc2F)cs1,1,-6,-41,nt,28,-0.4,30,-9,-2,41
C=CCNc1sc(C(=O)c2ccc(C)cc2)c(N)c1C#N,-2,12,-41,-1,-5,nt,-9,4,-2,41
CC(C)C[C@H](NC(=O)N1CCn2c1nc1ccccc12)C(=O)N1CCCCC1,0,-13,-9,0,-8,-1.9,-7,2,-7,9
CC(=O)c1ccc(N(C(=O)Cn2nnc3ccccc32)C(C(=O)NCc2ccccc2)c2ccccn2)cc1 (configuration not stated),-21,-20,12,1,-21,0.5,39,-13,4,-12
O=C(CCc1nnc(CCc2ccccc2)o1)N1CCCC1c1nccs1 (configuration not stated),-1,-7,nt,-1,-8,-0.6,0,0,1,nt
O=C1NC(c2ccccc2)Oc2ccccc21 (configuration not stated),-2,0,-3,-1,-16,-0.3,nt,8,-2,3
CC(Cn1cncn1)C(=O)N1CCN(S(=O)(=O)c2ccccc2)CC1 (configuration not stated),3,-8,nt,0,2,-1.9,8,-2,-5,nt
CC(=O)c1cc2ccc(O)cc2oc1=O,-6,11,nt,-3,15,0.3,-14,i,6,nt
CCOC(=O)c1sc2ncn(C(C)C(=O)OCC)c(=O)c2c1C (configuration not stated),-2,-12,-10,-7,4,0.0,11,-1,-4,10
C/C(CC(=O)NC1C2CC3CC(C2)CC1C3)=N\NC(=O)Cc1cccs1 (configuration not stated),-1,-6,6,-2,-25,-1.4,-3,7,-6,-6
CN(C(=O)c1ccc(NC(=O)c2ccco2)cc1)c1ccccc1,-9,-2,-19,17,26,0.3,33,0,-5,19
COC(=O)C1CC2=C(CCCC2=O)N(c2ccccc2)C1=O (configuration not stated),5,12,-3,nt,1,0.9,10,10,-3,3
Cc1nc2sc3c(c2c(=O)n1NC(=O)CCBr)CCCC3,-3,3,12,1,-2,-0.9,-12,2,nt,-12
CCc1ccccc1NC(=O)c1cc(-c2cccs2)on1,-2,-2,13,-4,0,-1.4,20,-3,-4,-13
NC(=O)NC(=O)COC(=O)CC12CC3CC(CC(C3)C1)C2,-9,11,-3,nt,-1,-1.9,-4,9,2,3
Cc1ccc(OCC(=O)Nc2ccc(F)cc2)cc1,-4,0,16,-4,-25,-1.6,72,-7,-1,-16
Cc1c(Cl)c(C(=O)NC2C3CC4CC(C3)CC2C4)nn1C (configuration not stated),-6,-12,-12,-1,nt,-2.4,3,4,-4,12
CC(Oc1ccc(F)cc1)C(=O)Nc1cc(S(=O)(=O)N2CCOCC2)ccc1N1CCCCC1 (configuration not stated),-8,-9,18,3,10,-1.6,-6,5,1,-18
C=CCn1c(C)cc(C(=O)COc2ncnc3sccc23)c1C,-6,5,-26,nt,16,-3.3,74,22,-2,26
CCOC(=O)c1c(C)[nH]c(C(=O)OC/C(O)=C(\C#N)c2nc3ccccc3[nH]2)c1C,0,-8,-10,nt,-14,0.1,-12,-11,-6,10
COc1ccc(Cc2noc(CN3CCCC(OCc4ccccn4)C3)n2)cc1OC (configuration not stated),-2,-3,19,0,1,-2.0,18,5,-2,-19
ON=C1CCCCCCCC1,1,2,25,1,-3,-0.1,1,4,8,-25
N#C/C(=C(/O)c1ccc([N+](=O)[O-])o1)c1nc2ccccc2[nH]1,2,-12,nt,nt,-2,-1.1,-87,-16,2,nt
CCN1CCN(C(=O)c2cc(S(=O)(=O)N3CCCCC3)ccc2Cl)CC1,-5,-13,-12,8,-15,-1.9,-7,2,6,12
COCCOC(=O)C1=C(N)OC2=C(C(=O)CC(C)(C)C2)C1c1ccncc1 (configuration not stated),-6,0,-3,-11,-10,1.7,-2,6,-5,3
O=C(CCC(=O)NNC(=S)Nc1ccccc1)NCc1ccccc1,0,-5,33,0,-11,-0.5,0,-12,nt,-33
O=C(O)CSc1nnc(-c2ccccc2Br)n1-c1cccc(C(F)(F)F)c1,6,-5,23,13,-72,-2.1,3,3,0,-23
Cc1cccc(C(=O)Oc2ccccc2/C=N/Nc2ccc([N+](=O)[O-])cc2)c1,-5,-9,-38,-2,-6,-0.4,17,-3,0,38
O=C(Nc1ccc(N2CCN(Cc3ccccc3)CC2)cc1)c1cccnc1,-6,-3,2,1,11,nt,4,-1,-1,-2
CCC(C)(C)NC(=O)C1c2ccccc2Oc2ccccc21,7,1,15,-3,-13,-1.3,4,4,-1,-15

# An excerpt of these results, with values ahead of the structure.
dFosB act,PvdQ inh,SR-BI DiI-HDL act,NSD2 HMT inh,PfHsp90 set2,CAL PDZ FP-1,MITF TRPM1 HTS,Rtt109 Vps75,CAL PDZ FP-2,SR-BI DiI inh,Compound
6,-5,23,13,-72,-2.1,3,3,0,-23,O=C(O)CSc1nnc(-c2ccccc2Br)n1-c1cccc(C(F)(F)F)c1
-5,-9,-38,-2,-6,-0.4,17,-3,0,38,Cc1cccc(C(=O)Oc2ccccc2/C=N/Nc2ccc([N+](=O)[O-])cc2)c1
-6,-3,2,1,11,nt,4,-1,-1,-2,O=C(Nc1ccc(N2CCN(Cc3ccccc3)CC2)cc1)c1cccnc1
7,1,15,-3,-13,-1.3,4,4,-1,-15,CCC(C)(C)NC(=O)C1c2ccccc2Oc2ccccc21

# Entries above that contain an aryl thioether with sulfur outside any ring:
SMILES,dFosB act,PvdQ inh,SR-BI DiI-HDL act,NSD2 HMT inh,PfHsp90 set2,CAL PDZ FP-1,MITF TRPM1 HTS,Rtt109 Vps75,CAL PDZ FP-2,SR-BI DiI inh
COc1ccccc1NC(=O)CSc1nnc(Cn2nnc(-c3ccccc3)n2)n1-c1ccccc1,-3,7,-37,-1,4,-0.4,6,13,-4,37
O=C(CSc1ccc2ccccc2n1)Nc1ccc(N2CCOCC2)cc1,-7,-25,-18,-7,15,0.3,20,2,0,18
O=C(O)CSc1nnc(-c2ccccc2Br)n1-c1cccc(C(F)(F)F)c1,6,-5,23,13,-72,-2.1,3,3,0,-23

# Screening data deposited in PubChem by Broad Institute.
